Screening results: PubChem, National Center for Advancing Translational Sciences (NCATS)
Pf growth 48h: P. falciparum growth inhibition at 48 hours (one generation); P. falciparum luciferase growth in erythrocytes, 48 h; Potency, µM (series often up to 28.7 µM), for inactives: at the highest dose activity change, negative = inhibition, usual class: inhibitors; 310,000 tested, 5.9% active; AID 504832; note: potency is the fitted concentration of half-maximal effect; % is set by controls: 0 for no effect and ±100 for the full control effect
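Read-out is firefly luciferase luminescence from an integrated reporter in P. falciparum, so falling signal marks reduced parasite growth. Infected erythrocytes were at 2% hematocrit and 0.1% parasitemia (final) in Albumax-supplemented RPMI 1640.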
HCV inhibitor: blocks hepatitis C virus | Huh7.5.1 HCVcc-Cre infection, luciferase reporter, 44 h | Potency, µM (series often up to 41.8 µM), for the others: at the top dose activity change, negative = inhibition, usual class: inhibitors | 340,000 tested, 3.4% active | AID 651820; note: potency is the fitted concentration of half-maximal effect; % is set by controls: 0 for no effect and ±100 for the full control effect
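A cell-based infection assay in which seeded cells (1,000 per well) receive test compound after 4 h, are inoculated with HCVcc-Cre at approximately 0.5 moi, and are incubated 44 h before luminescence detection.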
Shiga toxin inh: Shiga toxin inhibition; inhibition, % at 38.7 µM; 290,000 tested, 9.2% active; Vero cells, Shiga toxin protein synthesis inhibition reporter; AID 2315; in the data active = inhibition mostly above about 28%, no sharp cut-off; inactive = mostly below about 43%; note: 0% is about no effect
FBPA Giardia inh: blocks Giardia fructose-bisphosphate aldolase activity | purified Giardia FBPA | Potency, µM (series often up to 59.6 µM), inactives show at the top dose activity, negative = inhibition, most hits filed as inhibitors | 290,000 tested, 0.71% active | AID 2451 | A8B2U2; note: potency is the fitted concentration of half-maximal effect; % is set by controls: 0 for no effect and ±100 for the full control effect; nearly all actives have a fitted effect of over 55% in size
Target sequence (A8B2U2 whole entry, looked up): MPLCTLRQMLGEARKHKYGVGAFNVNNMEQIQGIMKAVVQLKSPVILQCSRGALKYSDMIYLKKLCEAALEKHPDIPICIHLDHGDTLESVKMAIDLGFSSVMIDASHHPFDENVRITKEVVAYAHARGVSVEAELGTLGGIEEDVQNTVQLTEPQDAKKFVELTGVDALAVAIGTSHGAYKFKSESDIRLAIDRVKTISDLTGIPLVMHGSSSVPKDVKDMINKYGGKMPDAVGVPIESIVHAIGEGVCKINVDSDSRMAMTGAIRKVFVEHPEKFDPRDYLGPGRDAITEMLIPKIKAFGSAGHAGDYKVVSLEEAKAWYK
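Giardia FBPA (40 nM reagent) was preincubated 10 min at RT with compound (up to 57.5 uM final), then substrate plus GAPDH/TPI/NAD/arsenate coupling system with diaphorase/resazurin was added; resorufin fluorescence (525/598 nm) was read after 20 min.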
Cycloheximide cs: counter-screen for Shiga toxin inhibitors: cycloheximide protein synthesis inhibition. 300,000 tested, 12% active. max response, %. cell reporter, cycloheximide protein synthesis inhibition counterscreen; in the data active = max response mostly above about 13%, no sharp cut-off; inactive = mostly below about 14%; note: read at 38.3 µM for the half of the compounds with a filed dose; 0% is about no effect
Pf growth 96h: P. falciparum growth inhibition at 96 hour, primary screen for plastid delayed-death inhibitors; Potency, µM (highest dose often 28.7 µM), inactives show at the highest dose activity change, negative = inhibition, actives largely listed as inhibitors; AID 504834; 320,000 tested, 6.9% active; P. falciparum luciferase reporter growth, 96 h; note: potency is the fitted concentration of half-maximal effect; % is set by controls: 0 for no effect and ±100 for the full control effect
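Two-generation exposure (96 h) targets delayed-death phenotype. Reporter parasites carrying integrated firefly luciferase, in red cells at 2% hematocrit and 0.05% parasitemia final, kept at 37 C, 5% CO2; luminescence loss indicates inhibition.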
Active calls of the source: *; ? = inconclusive; · = not tested or not shown; & = joins results of further samples; [ ] = remark or other dose. Unless noted, calls come from the whole dose curve; as a rule, active = well fitted curve in the direction sought with a large enough effect; inconclusive = small, poorly fitted or top-dose-only effect, or another doubt; inactive = no such curve, though single readings can be large; an effect the other way counts as inactive or inconclusive.

SMILES | Pf growth 48h | HCV inhibitor | Shiga toxin inh | FBPA Giardia inh | Cycloheximide cs | Pf growth 96h
COc1ccc(/C=N/NC(=O)c2cc(C)on2)c2ccccc12 | -1% | ? | -17 | -1% | -1 | 5%
Cc1cc(C)n2nc(C(=O)OCC(=O)N(C)CC(=O)Nc3ccc(F)cc3)nc2n1 | -15% | -1% | · | · | · | 8%
Cc1cc(C)c2c(c1)c1nnc(SCCN3CCCCC3)nc1n2C | ? | ? | -5 | -3% | 1 | ?
NC(=S)N/N=C1/CCSc2ccc3ccccc3c21 | ? | ? | -9 | -13% | -2 | -3%
CC(/C=C1\SC(=S)N(CC(=O)O)C1=O)=C\c1ccccc1 | 8%&43% | 7% | -10 | ? | -3 | -14%&71%
COc1cc(C[C@@H]2C(=O)OC[C@H]2Cc2ccc(OC)c(OC)c2)ccc1O | -12% | ? | · | · | · | 31%[activator]
COC(=O)c1ccc(CSc2nc3sc(C(=O)O)c(C)c3c(=O)[nH]2)cc1 | -4% | 7% | -5 | 15% | -1 | 29%
Cc1ccc(S(=O)(=O)N(C)CC(=O)N2CC(C)OC(C)C2)cc1 (configuration not stated) | -7% | 5% | 10 | · | 1 | -74%
Cc1nc(N/C(N)=N/S(=O)(=O)c2ccc([N+](=O)[O-])cc2)nc2ccccc12 | -7% | -10% | 1 | 0% | -3 | ?
C[C@@H]1CC[C@H](O)/C=C/C(=O)O[C@H](C)CC[C@H](O)/C=C/C(=O)O1 | ? | ? | -3 | -4% | -2 | 10µM*

Copied from the list:
Cycloheximide cs, `Cc1ccc(S(=O)(=O)N(C)CC(=O)N2CC(C)OC(C)C2)cc1` (configuration not stated) = 1
Shiga toxin inh, `NC(=S)N/N=C1/CCSc2ccc3ccccc3c21` = -9
Cycloheximide cs, `Cc1cc(C)c2c(c1)c1nnc(SCCN3CCCCC3)nc1n2C` = 1

(more compounds)
SMILES | Pf growth 48h | HCV inhibitor | Shiga toxin inh | FBPA Giardia inh | Cycloheximide cs | Pf growth 96h
CCn1ncc(CNC(=O)CCSc2nc(-c3ccco3)cc(C(F)(F)F)n2)c1C | ? | 10µM* | -3 | 2% | -1 | 60%[activator]
Cc1ccccc1NC(=O)c1ccc(NC(=O)C2CC(=O)OC23CCCCC3)cc1 (configuration not stated) | 13µM* | 4% | -8 | -1% | -1 | 27%
CCCNC(=O)CCC(NS(=O)(=O)c1ccc(C)cc1)C(=O)NCCC (configuration not stated) | 6% | 19% | -17 | 1% | -2 | 22%
CCCN1C[C@H](CSC)C[C@@H]2c3cccc4[nH]cc(c34)C[C@H]21 | ? | -22% | -10 | -2%&9%&-28% | -3 | 10µM*
O=C(CCC(=O)c1ccc(Oc2ccccc2)cc1)Nc1ccc(C(=O)O)cc1 | -34% | 13% | -11 | 5% | 1 | ?
Cc1cc(OC(=O)c2c(Cl)cc(Cl)cc2Cl)nc(C)n1 | 14% | 11% | -4 | 0% | -2 | 12%
O=C(CSCc1ccc([N+](=O)[O-])cc1)NC1CC2CCC1C2 (configuration not stated) | -20% | 2% | 0 | -3% | 16 | 45%[activator]
CC1=NN(C(=O)COc2ccc(C)c(C)c2)C(O)(c2ccc(Cl)cc2)C1 (configuration not stated) | 24% | 1% | -4 | -1% | -5 | 27%
CSc1nc(Sc2ccccc2Cl)c2ccccc2n1 | ? | ? | -2 | 6% | -2 | -15%
O=C1c2c(O)cc(O)cc2O[C@H](c2ccc(O)c(O)c2)[C@H]1O | · | 0.56µM* | -13 | -17% | -1 | ·

An excerpt of these results, with values under each structure:
Values run as follows: Pf growth 48h | HCV inhibitor | Shiga toxin inh | FBPA Giardia inh | Cycloheximide cs | Pf growth 96h
> CCn1ncc(CNC(=O)CCSc2nc(-c3ccco3)cc(C(F)(F)F)n2)c1C
 : ? | 10µM* | -3 | 2% | -1 | 60%[activator]
> Cc1ccccc1NC(=O)c1ccc(NC(=O)C2CC(=O)OC23CCCCC3)cc1 (configuration not stated)
 : 13µM* | 4% | -8 | -1% | -1 | 27%
> CCCNC(=O)CCC(NS(=O)(=O)c1ccc(C)cc1)C(=O)NCCC (configuration not stated)
 : 6% | 19% | -17 | 1% | -2 | 22%

The results go on:
SMILES | Pf growth 48h | HCV inhibitor | Shiga toxin inh | FBPA Giardia inh | Cycloheximide cs | Pf growth 96h
O=P(c1ccccc1)(c1ccccc1)C(c1ccco1)N1CCOCC1 (configuration not stated) | ? | 24% | -11 | 15% | -1 | ?
COCCOC(=O)C1=C(C)N=C2SCCC(=O)N2C1c1cccs1 (configuration not stated) | 8% | 11% | -5 | 5% | 1 | ?
CC(c1nnc(SCC(=O)c2c(N)n(C)c(=O)n(C)c2=O)n1-c1ccc(Cl)cc1)N(C)C (configuration not stated) | -3% | 10% | 50 | -2% | 4 | ?
O=C(Nc1nc2ccccc2s1)c1cccc(N2C(=O)CCC2=O)c1 | 6% | 14% | -18 | · | -4 | -15%
CC(=O)c1ccc(NC(=O)CSC(=S)N2CCCC2)cc1 | -13% | -2% | -3 | -4% | 21* | 29%
O=C(Cc1cccs1)NCCS(=O)(=O)N1CCN(c2ccccc2F)CC1 | -2% | 1% | · | · | · | 14%
COc1ccc(C(=O)Nc2cc(Cl)ccc2N2CCOCC2)cc1S(=O)(=O)N1CCOCC1 | 10µM* | ? | · | · | · | ?
NC(=O)C1CCN(C(=O)CC2(CC(=O)O)CCCCC2)CC1 | 6% | 9% | -10 | 2% | 5 | -21%
O=C(NCc1ccccc1)c1cc(-c2cccs2)on1 | 49%[activator] | -8% | 77* | 1% | 43* | 3%
O=C(CSc1nnc(CNc2ccccc2)o1)c1ccc2c(c1)OCCO2 | 15% | ? | 2 | -7% | 26 | 36%[activator]
COc1ccc(C(=O)NCCSc2ccccc2)cc1OC | 83%[activator] | -21% | 64* | 4% | 33* | 32%[5.75 µM]
Cc1ccc(C)c(S(=O)(=O)N2CCN(C(=O)c3cnccn3)CC2)c1 | 0% | 7% | -33 | 3% | -5 | 30%[activator]
Cc1ccc(OCCSCc2nnc(NC(=O)Nc3cccc(Cl)c3)s2)cc1 | 12µM* | ? | -12 | -2% | -5 | ?
COc1ccc(/C=N\NC(=O)c2cccc([N+](=O)[O-])c2)cc1Cn1cc([N+](=O)[O-])cn1 | ? | · | 18 | 6% | 9 | 32%
COc1cc(C(=O)N/N=c2/sc3ccccc3n2C)cc(OC)c1OC | 15% | -6% | -4 | -2% | -2 | ?
CCCC1C2C(=O)N(c3ccc(OC)cc3)C(=O)C2ON1c1ccccc1 (configuration not stated) | 16% | 6% | -23 | -1% | -2 | ·
CC1CCN(S(=O)(=O)c2ccc(C(=O)NCc3ccco3)cc2)CC1 | 2.1µM* | 0% | -6 | 3% | -1 | 0%
CCCc1[nH]nc2c1C1(CCN(C(=O)OCc3ccccc3)CC1)C(C#N)=C(N)O2 | ? | 11% | -6 | -10% | 10 | 28%
COC(=O)C1=C(c2cccc(OCc3ccccc3)c2)C[C@@H]2CC[C@H]1N2C(=O)NCc1ccc(Br)cc1 | 12µM* | ? | · | · | · | ?
CC(C)CCc1noc(CN2CCC(CCN3CCCC3=O)CC2)n1 | 18% | ? | 30 | 5% | 15 | 13µM*

(cont.)
| SMILES | Pf growth 48h | HCV inhibitor | Shiga toxin inh | FBPA Giardia inh | Cycloheximide cs | Pf growth 96h |
| --- | --- | --- | --- | --- | --- | --- |
| CCc1cc(=O)[nH]c(-n2[nH]c(-c3ccccc3)cc2=O)n1 | 3% | -1% | 23 | -5% | 4 | -6% |
| CCCCn1c(SCC(=O)Nc2nnc(C(C)C)s2)nc2c1c(=O)n(C)c(=O)n2C | 10% | ? | -5 | -3% | -3 | 172%[activator] |
| Cc1cc(C)c(S(=O)(=O)N2CCN(C(=O)c3cc4ccccc4o3)CC2)c(C)c1 | ? | 0% | · | · | · | ? |
| Cc1ccc(-n2c(SCn3nnc4ccccc4c3=O)nnc2-c2cccnc2)c(C)c1 | 10µM* | -11% | -20 | -8% | 2 | ? |
| COc1ccc(OC)c2sc(NC(=O)c3ccc(S(=O)(=O)N(C)C)cc3)nc12 | · | ? | -11 | -5% | -4 | ? |
| CC1C(=O)C(C)C(c2ccc([N+](=O)[O-])cc2)NC1c1ccc([N+](=O)[O-])cc1 (configuration not stated) | ? | -13% | -17 | -3% | -4 | 41%[activator] |
| CCOC(=O)Cc1csc(NC(=O)c2sc3nc4c(C)cc(C)cc4cc3c2N)n1 | ? | ? | 12 | -16% | 20* | ? |
| O=C(NCCN1CCCCC1)c1ccco1 | 27% | 21% | 8 | 1% | 0 | ? |
| COc1ccc(N2CCN(Cc3nc4cc(Cl)ccc4c(=O)[nH]3)CC2)cc1 | 9% | 9% | -16 | -1% | -2 | 14% |
| CCNC(=O)CSc1nc2cc(OC)c(OC)cc2c(=O)n1CCC1=CCCCC1 | ? | · | 33 | 26% | 0 | 59%[activator] |
| CN1C(=O)/C(=C2\SC(=S)N(CC3CCCO3)C2=O)c2ccccc21 (configuration not stated) | 11% | · | -13 | -4% | -1 | 5% |
| CCOc1ccc(Br)cc1CNCCN1CCOCC1 | -25% | 21% | 3 | 2% | -3 | 12µM* |
| O=C(c1cc(-c2ccc(Cl)cc2)n(-c2ccc(Cl)cc2Cl)n1)N1CCOCC1 | -26% | ? | 9 | ? | -1 | 16% |
| CCOC(=O)c1c(NC(C)=O)sc2c(O)cccc12 | · | 10% | -10 | -4% | -1 | 10% |
| O=C(Nn1cnc2ccccc2c1=O)c1c(F)cccc1F | 13% | 17% | 3 | 0% | -2 | 3% |
| O=C(N/N=C\c1ccc(O)c([N+](=O)[O-])c1)c1ccccc1-n1cccc1 | 16% | 17% | -6 | 16% | 0 | 0% |
| CC(=O)Nc1nc(CC(C)C)cc(-c2ccco2)c1C#N | -17% | -15% | -1 | 3% | -1 | 5% |
| COCCn1c(C)cc(C(=O)CSc2nnc(-c3cccnc3)n2-c2ccccc2F)c1C | 10µM* | 10% | 19 | -13% | -4 | -27% |
| O=C(c1ccccc1Cl)N1CCN(Cc2ccc3c(c2)OCO3)CC1 | 13% | ? | -5 | 0% | 5 | -26% |
| O=C(c1ccc(NC(=O)C(c2ccccc2)c2ccccc2)cc1)c1ccc(C(=O)O)c(C(=O)O)c1 | 57%[activator] | 5% | 6 | 1% | 2 | ? |
| O=C(NCC(c1ccc(F)cc1)N1CCOCC1)c1cc(F)c(F)c(F)c1F (configuration not stated) | 0% | -15% | -8 | 3% | -1 | -10% |
| Cc1ccccc1-c1nc(CN2CCC(C(=O)NCCCN3CCCC3)CC2)c(C)o1 | ? | 14µM* | -4 | ? | -3 | 0% |
| COc1cc(Nc2ncnc(N)n2)cc(OC)c1OC | 68%[activator] | 20% | -5 | 3% | -2 | -4% |
| CCc1nnc(NC(=O)c2ccc(N3C(=O)CCC3=O)cc2)s1 | 42%[activator] | ? | 35 | 1% | 16* | 46%[activator] |
| O=C1N2CCSC2=NC1(Nc1nccs1)C(F)(F)F (configuration not stated) | 4% | 4% | -22 | 1% | -1 | · |
| COc1ccccc1N1CCN(S(=O)(=O)c2cccc3nsnc23)CC1 | -7% | -13% | 6 | 4% | -1 | ? |
| COc1ccc(CCNC(=O)CSc2nc3ncccc3[nH]2)c(OC)c1 | -3% | -2% | -4 | · | -3 | ? |
| COc1cccc(C(C(=O)NCc2ccco2)N(C(=O)Cn2nnc3ccccc32)C2CC2)c1OC (configuration not stated) | ? | 13% | 11 | 1% | -1 | ? |
| Oc1cc2ccccc2cc1-c1nnc2n1-c1ccccc1SC2 | ? | -1% | -2 | 5% | -3 | · |

The order is random; any-hit rate near 24%.
